# M. tuberculosis HTS: M. tuberculosis growth inhibition, HTS (AID 449762). M. tuberculosis H37Rv growth inhibition, 7H9 media; higher % means a stronger effect. inhibition, % at 25 µM, or IC50 in µM where a hit was titrated. 330,000 compounds, 0.59% hits; in the data active = a potency from the dose series; inconclusive = inhibition above about 70% without an active follow-up result;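 note: bacterial growth assessed after seven days of incubation; strong numbers were not always called active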
# PhoP GFP inhibition: PhoP regulon inhibitors, Salmonella typhi PhoP promoter GFP reporter, confirmatory (AID 1850). Salmonella Typhi PhoP-promoter GFP reporter, fluorescence, 4 h; higher % means a stronger effect. inhibition, % at 50 µM; hits with a dose series show IC50 in µM. 310,000 compounds, 0.33% hits; in the data active = a potency from the dose series; inconclusive = inhibition mostly from about 25% at the one dose, without a potency; inactive = the rest, 99 in 100 with inhibition below about 19%;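 note: 0% = induced wells with vehicle and 100% = uninduced wells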
# H1N1 NS1A inhibition: H1N1 influenza NS1A inhibitors, functional cell based assay (AID 504329). NS1A functional cell-based assay, percent inhibition; higher % means a stronger effect. inhibition, % at 12.5 µM, or IC50 in µM where a hit was titrated. 340,000 compounds, 0.3% hits; in the data active = a potency from the dose series; inconclusive = inhibition above about 27% without an active follow-up result; note: strong numbers were not always called active
# VEEV TC-83 Vero: inhibitors of VEEV TC-83 cytopathic effect, confirmation, Vero cells (AID 588727); Vero cells, VEEV TC-83 cytopathic effect inhibition; higher % means a stronger effect; inhibition, % at 20 µM, or IC50 in µM where a hit was titrated; 350,000 compounds, 0.13% hits; in the data active = a potency from the dose series; inconclusive = inhibition mostly from about 14% at the one dose, without a potency; inactive = the rest, 99 in 100 with inhibition below about 12%; note: strong numbers were not always called active
# M. tuberculosis: growth inhibition of non-replicating M. tuberculosis (AID 488890) | Mycobacterium tuberculosis non-replicating, growth inhibition; higher % means a stronger effect | one-dose inhibition, % at 25 µM; IC50 in µM for titrated hits | 320,000 compounds, 0.39% hits; in the data active = a potency from the dose series; inconclusive = inhibition mostly from about 82% at the one dose, without a potency; inactive = the rest, 99 in 100 with inhibition below about 76%;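 note: plate controls were DMSO cells for no effect and high antibiotic wells for full effect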
# VEEV TC-83 Vero 10K pilot screen: recorded beside VEEV TC-83 Vero, whose call it bears; inhibition, %; measured here: 10K pilot screen inhibition
# Starred values were filed as active, the others as inactive; i = inactive; ? = inconclusive; / = no result given.
SMILES,M. tuberculosis HTS,PhoP GFP inhibition,H1N1 NS1A inhibition,VEEV TC-83 Vero,M. tuberculosis,others
COc1ccc(CCN2C(=O)CC(Sc3ncccc3C(=O)O)C2=O)cc1OC (centres undefined),-9%,0%,0%,i,36%,
COc1cc(CNc2ccc3[nH]c(=O)[nH]c3c2)ccc1OCc1ccccc1Cl,8%,1%,-4%,0.5%,-12%,
CSc1sc(C(=O)NCC2CC2)c(-c2cccs2)c1C#N,-6%,-8%,/,1.2%,3%,
COC(=O)c1ccc(NC(=O)C2CCCN(S(C)(=O)=O)C2)cc1 (centres undefined),2%,-12%,-6%,0.8%,-8%,
CCOC(=O)N1CCC(N2CC34C=CC(O3)C(C(=O)O)C4C2=O)CC1 (centres undefined),3%,-4%,-1%,i,-39%,
CCOC(=O)C(NC(=O)NCc1ccccc1OC)(OCC)C(F)(F)F (centres undefined),0%,-5%,-1%,i,5%,
Cc1ccccc1OCC(=O)NNC(=O)c1cc(S(=O)(=O)N2CCOCC2)ccc1N1CCCC1,4%,-7%,-15%,0.8%,-14%,
O=c1[nH]c2cc3c(cc2cc1CN(CC1CCCO1)S(=O)(=O)c1ccc(Cl)cc1)OCCO3 (centres undefined),2%,-4%,-4%,i,4%,
COc1ccc(S(=O)(=O)N(CC(=O)N/N=C/c2ccc(C(=O)O)cc2)Cc2ccccc2)cc1OC,0%,2%,8%,i,-3%,
CCn1nnnc1SCC(=O)Nc1sc(C)c(C)c1C#N,-1%,-5%,-12%,1.6%,0%,
CNS(=O)(=O)c1cccc(C(=O)NNC(=O)CN(C)S(=O)(=O)c2ccc(Cl)cc2)c1,0%,15%,-3%,0.4%,-7%,
COC(=O)c1ccc(NCC(=O)Nc2cc(C)cc(C)c2)cc1,22%,5%,-11%,1.8%,19%,
N#C/C(=C\Nc1ccc2cn[nH]c2c1)c1nc(-c2ccc(Cl)cc2)cs1,1%,-9%,10%,3.2%,0%,
C=CCSc1ncccc1C(=O)O,4%,13%,5%,1.4%,-7%,
Cc1ccc(NC(=O)CCc2nc(-c3cccs3)no2)c(Br)c1,1%,-11%,9%,2.6%,26%,
CCOC(=O)c1cnn(CCOC(=O)c2cccs2)c1NC(=O)c1cccs1,/,/,0%,1.9%,/,
COc1ccc(C)cc1S(=O)(=O)n1nc(C)cc1C,-4%,-4%,0%,1.2%,4%,
O=C(COC(=O)c1oc2ccccc2c1CSc1ccc(Cl)cc1)NC1CCCC1,10%,-8%,-2%,0.1%,44%,
CCOC(=O)CN1C(=O)C(O)(c2c(C)[nH]c3ccccc23)c2ccccc21 (centres undefined),-2%,3%,3%,i,25%,
CCCc1nc2cc3c(cc2[nH]1)n(C)c(=O)n3C,1%,18%,-25%,i,-8%,
COc1ccccc1/C=N/NC(=O)c1ccc(-c2ccccc2)cc1,11%,0%,6%,0.5%,9%,
CC(=O)[C@H]1[C@H](CCc2ccccc2)NC(=O)N(Cc2ccccc2)[C@@H]1C,3%,-9%,-3%,i,8%,
CC1c2ccsc2CCN1C(=O)NC(=O)c1ccc(Cl)cc1 (centres undefined),7%,-17%,/,5.5%,-5%,
CC(NC(=O)C(=O)NN=C1CCC(C(C)(C)C)CC1)c1ccccc1 (centres undefined),-16%,-9%,-4%,0.4%,-17%,
Cc1cc(C)c2nc(N3CCCC(C(=O)NCCCN4CCOCC4)C3)sc2c1 (centres undefined),-2%,-1%,-20%,2.2%,10%,

# The listing continues.
SMILES,M. tuberculosis HTS,PhoP GFP inhibition,H1N1 NS1A inhibition,VEEV TC-83 Vero,M. tuberculosis,others
CCC(=O)NC(c1cccs1)c1cc(Cl)c2cccnc2c1O (centres undefined),5%,2%,-11%,32%,-1%,
Cc1ccc(C)c(Nc2nc(N)c3ccccc3n2)c1,-2%,?,-7%,6.1%,3%,
Cc1ccccc1N/C(SCc1ccc(Cl)cc1)=C(/C#N)C(=O)NCc1ccco1,4%,2%,-1%,8.0%,19%,
CCC(C)NC(=O)CCC(=O)Nc1ccc2nc(N3CC(C)CC(C)C3)cc(C)c2c1 (centres undefined),0%,3%,-13%,i,26%,
O=C(CCCC(=O)N(CC(=O)NC1CCCC1)Cc1ccccc1Cl)Nc1ccccn1,12%,-18%,-14%,7.1%,-3%,
CC(C)C[C@@H](CN1CCC[C@@H]1CN1C(=O)C(=O)NC[C@@H]1Cc1ccccc1)N1C[C@H](Cc2ccc(O)cc2)N(CC2CCCCCC2)C(=O)C1=O,/,/,-3%,1.6%,/,
CC(C)C1Cc2c(sc3c2c(=O)n(-c2ccccc2)c2n[nH]c(=S)n32)CO1 (centres undefined),-4%,-4%,-15%,2.8%,-11%,
Cc1ccc(S(=O)(=O)Nc2cccc(S(=O)(=O)Nc3ccccc3C(=O)O)c2)c(C)c1,-4%,/,-6%,9.5%,5%,
COc1ccc(C(=O)NC(=S)N2CCNC(=O)C2CC(=O)OC(C)C)cc1 (centres undefined),-5%,-13%,20%,0.2%,-1%,
COc1ccc(/C(N)=C/C(=O)C(C)(C)C)cc1,8%,0%,2%,0.3%,-1%,
c1ccc(CNCCCn2cnc3c(OCc4ccccc4)ncnc32)cc1,/,/,-18%,12%,/,
Cc1ccc(NC(=O)C(C)OC(=O)CCNS(=O)(=O)c2ccc(C)cc2)cc1 (centres undefined),-3%,-6%,14%,0.5%,4%,VEEV TC-83 Vero 10K pilot screen=0.9
Cc1ccc(C(=O)CC(=O)c2cc(Cl)ccc2O)cc1,?,-3%,0%,24µM*,?,
CC1C(=O)NN=C1C(=O)N/N=C\C(Br)=C\c1ccccc1 (centres undefined),/,/,-14%,0.8%,/,
N#Cc1cccc(NC(=O)CNc2cc(S(=O)(=O)N3CCOCC3)ccc2N2CCCC2)c1,/,/,-1%,8.6%,/,
Cn1c(=O)c2c(ncn2CCC(=O)N/N=C/c2ccccc2)n(C)c1=O,9%,-1%,7%,i,-15%,
O=C(CS(=O)(=O)c1cn(Cc2ccccc2Cl)c2ccccc12)N1CCOCC1,-6%,-2%,1%,0.4%,0%,
Cc1ncc(CN2CCC(C(=O)Nc3ccc(Oc4cccnc4)cc3)CC2)cn1,8%,-11%,-1%,2.5%,-5%,
CC(OC(=O)C1CCN(S(=O)(=O)c2ccccc2C(F)(F)F)CC1)C(=O)N(C)Cc1ccccc1 (centres undefined),-17%,-4%,1%,6.7%,20%,
CC(C)(CN=C1NS(=O)(=O)c2ccccc21)CNC(=O)CN1C(=O)c2ccccc2C1=O,-8%,-20%,3%,1.0%,-6%,
CC(=O)Nc1cccc(NC(=O)CSc2nnc3ccccn23)c1,5%,/,-15%,2.1%,-4%,
C=CCSc1n[nH]c(-c2ccccc2)n1,1%,10%,0%,1.5%,54%,
O=[N+]([O-])c1ccc(/C=C/c2ccncc2)cc1,3%,-4%,-3%,0.9%,8%,
Cc1cccc(-c2noc(CN(C(=O)/C=C/c3ccccc3Cl)C(C)C)n2)c1,4%,-2%,3%,1.1%,-4%,
Cc1ccc(-n2nc(CN3CCOCC3)c(-c3ccccc3)c2N)cc1Cl,10%,-1%,1%,10.0%,-11%,

# (further entries)
SMILES,M. tuberculosis HTS,PhoP GFP inhibition,H1N1 NS1A inhibition,VEEV TC-83 Vero,M. tuberculosis,others
CC(CCc1ccccc1)NC(=O)CN(C)Cc1ccccc1F (centres undefined),11%,-10%,2%,i,28%,
Cc1c(NC(=S)N2CCN(c3ccc(F)cc3)CC2)c(=O)n(-c2ccccc2)n1C,4%,-11%,1%,i,-8%,
Cc1cccc(-c2nc3sc(C)cc3c(=O)o2)c1,?,5%,5%,0.9%,?,
Cc1nn(CC(=O)OCC(=O)Nc2c(C(C)C)cccc2C(C)C)c(C)c1[N+](=O)[O-],4%,0%,-3%,i,-10%,
CC(=O)c1cccc(N(CC(=O)Nc2cccnc2)S(C)(=O)=O)c1,-1%,-6%,-8%,1.4%,9%,
Nc1cccc(S(=O)(=O)Nc2ccc(SC(F)F)cc2)c1,9%,-4%,6%,i,1%,
COc1cc(C)c(S(=O)(=O)NCc2cccnc2)cc1C,-7%,0%,-1%,0.4%,17%,
Cc1cc(=O)[nH]c(SCc2nc3ccc([N+](=O)[O-])cc3[nH]2)n1,-4%,-7%,1%,0.1%,-21%,
Cc1ccc(C(=O)N(CN2CCCC2=O)c2ccccc2)cc1C,5%,-3%,2%,i,-3%,
COc1ccc(/C=C/C(=O)OCC(=O)NC(C)CCc2ccccc2)cc1 (centres undefined),3%,/,0%,1.2%,9%,
COc1cc(Br)cc(/C=C/c2ccc3cccc(O)c3n2)c1O,?,-8%,20%,5.8%,?,
CC1CN(C(=S)NC(=O)C2CCCCC2)CC(C)O1 (centres undefined),11%,2%,-3%,i,-7%,
COc1cc(/C=N\Nc2nc3ccccc3o2)cc(OC)c1OC,6%,-1%,-2%,11%,-1%,
Cc1ccc(Cn2ccc(O)c(Cc3ccccc3)c2=O)cc1,-2%,5%,-14%,0.9%,0%,
N#CC1=C(Nc2ccccc2)SC=C(c2ccc(Br)cc2)N=C1N1CCOCC1,-2%,5%,2%,3.2%,4%,
COc1cc([C@@H]2CC=C(C(=O)O)[C@H](c3cccc(Cl)c3)N2S(=O)(=O)c2ccc(C)cc2)cc(OC)c1OC,7%,-7%,-4%,1.8%,12%,
COc1ccc(-c2[nH]c(-c3ccc(C)cc3)nc2SCC(=O)NC2CCCC2)cc1,15%,1%,7%,8.7%,68%,
O=C(Oc1ccccc1-c1nnco1)c1ccccc1,-3%,-9%,-19%,0.7%,54%,
Cc1cc(C)cc(OCC(=O)NC2CCCc3ccccc32)c1 (centres undefined),11%,9%,12%,i,35%,
CCCCCCCC(=O)Nc1ccc(S(=O)(=O)Nc2nccs2)cc1,60%,-7%,-3%,i,68%,
c1ccc(Cc2nnc(-c3ccccc3)o2)cc1,-3%,1%,3%,21%,0.19µM*,
Cc1cnc(C(=O)OCC(=O)Nc2ccccc2[N+](=O)[O-])cn1,0%,/,5%,0.5%,-6%,
O=C(NNC(=O)C1CCN(c2ncccn2)CC1)c1ccncc1,0%,2%,6%,0.1%,31%,
Cc1ccc(CSc2nnc(-c3ccc(NS(=O)(=O)c4ccccc4)cc3)o2)cc1,0%,-4%,2%,3.2%,56%,
CCCCOc1ccc(/C=N/Nc2cc(N3CCOCC3)nc(C)n2)cc1,2%,-5%,4%,6.8%,18%,

# Of the compounds above, these contain an aryl methoxy group:
SMILES,M. tuberculosis HTS,PhoP GFP inhibition,H1N1 NS1A inhibition,VEEV TC-83 Vero,M. tuberculosis,others
COc1ccc(CCN2C(=O)CC(Sc3ncccc3C(=O)O)C2=O)cc1OC (centres undefined),-9%,0%,0%,i,36%,
COc1cc(CNc2ccc3[nH]c(=O)[nH]c3c2)ccc1OCc1ccccc1Cl,8%,1%,-4%,0.5%,-12%,
CCOC(=O)C(NC(=O)NCc1ccccc1OC)(OCC)C(F)(F)F (centres undefined),0%,-5%,-1%,i,5%,
COc1ccc(S(=O)(=O)N(CC(=O)N/N=C/c2ccc(C(=O)O)cc2)Cc2ccccc2)cc1OC,0%,2%,8%,i,-3%,
COc1ccc(C)cc1S(=O)(=O)n1nc(C)cc1C,-4%,-4%,0%,1.2%,4%,
COc1ccccc1/C=N/NC(=O)c1ccc(-c2ccccc2)cc1,11%,0%,6%,0.5%,9%,
COc1ccc(C(=O)NC(=S)N2CCNC(=O)C2CC(=O)OC(C)C)cc1 (centres undefined),-5%,-13%,20%,0.2%,-1%,
COc1ccc(/C(N)=C/C(=O)C(C)(C)C)cc1,8%,0%,2%,0.3%,-1%,
COc1cc(C)c(S(=O)(=O)NCc2cccnc2)cc1C,-7%,0%,-1%,0.4%,17%,
COc1ccc(/C=C/C(=O)OCC(=O)NC(C)CCc2ccccc2)cc1 (centres undefined),3%,/,0%,1.2%,9%,
COc1cc(Br)cc(/C=C/c2ccc3cccc(O)c3n2)c1O,?,-8%,20%,5.8%,?,
COc1cc(/C=N\Nc2nc3ccccc3o2)cc(OC)c1OC,6%,-1%,-2%,11%,-1%,
COc1cc([C@@H]2CC=C(C(=O)O)[C@H](c3cccc(Cl)c3)N2S(=O)(=O)c2ccc(C)cc2)cc(OC)c1OC,7%,-7%,-4%,1.8%,12%,
COc1ccc(-c2[nH]c(-c3ccc(C)cc3)nc2SCC(=O)NC2CCCC2)cc1,15%,1%,7%,8.7%,68%,

# Three compounds already listed, ordered by molar mass, smallest number first.
SMILES,M. tuberculosis HTS,PhoP GFP inhibition,H1N1 NS1A inhibition,VEEV TC-83 Vero,M. tuberculosis,others
Cc1ccc(C(=O)N(CN2CCCC2=O)c2ccccc2)cc1C,5%,-3%,2%,i,-3%,
COc1ccc(/C=C/C(=O)OCC(=O)NC(C)CCc2ccccc2)cc1 (centres undefined),3%,/,0%,1.2%,9%,
N#CC1=C(Nc2ccccc2)SC=C(c2ccc(Br)cc2)N=C1N1CCOCC1,-2%,5%,2%,3.2%,4%,
